Compound activity from PubChem BioAssay.
BoNT-A LC inh2: BoNT/A light chain protease inhibitors, primary screen, biochemical, flow cytometry, MLPCN library. inhibition, % at 10 µM. multiplex microsphere protease substrate cleavage. 0.17% of 360,000 active; also: plate controls were buffer without enzyme for full effect and enzyme alone for no effect
CCHFV vOTU inh: CCHFV vOTU protease inhibitors, primary screen, biochemical, Pep-AMC substrate, fluorescence. Crimean-Congo hemorrhagic fever virus L polyprotein viral ovarian tumor (vOTU) protease …. 0.55% of 370,000 active. inhibition, % at 11.5 µM. AID 651958, 2012; in the data active = inhibition above about 30%; also: 0% = vehicle wells with enzyme and 100% = no enzyme wells
3CLpro inhibitor: SARS-CoV 3CLpro protease inhibitors, primary screen, biochemical, quenched FRET. recombinant SARS-CoV 3CLpro, quenched FRET peptide cleavage. Replicase polyprotein 1ab (Severe acute respiratory syndrome coronavirus), P0C6X7. AID 1706, 2009. inhibition, % at 6 µM. 0.14% of 290,000 active; in the data active = inhibition above about 12%
PrPC surface inh: inhibitors of human cell surface prion protein PrPC, primary screen, cell-based, TR-FRET | Major prion protein (Homo sapiens), P04156 | TR-FRET read-out | inhibition, % at 13.8 µM | 0.43% of 370,000 active; in the data active = inhibition above about 24%; also: 0% = median of the test wells and 100% = reference compound wells
PriA SSB inh: inhibitors of Klebsiella pneumoniae PriA binding to SSB C-terminal tail, primary screen, biochemical, AlphaScreen; PriA–SSB C-terminal tail interaction (Klebsiella pneumoniae); AlphaScreen SSBct-PriA binding, biotinylated peptide; inhibition, % at 33 µM; 0.6% of 430,000 active; AID 1272365, 2023; in the data active = inhibition mostly above about 37%, no sharp cut-off; inactive = mostly below about 20%;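 also: plate controls were negative control peptide for no effect and reference peptide for full effect; strong numbers were not always called active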
BoNT-F LC inh: BoNT/F light chain protease inhibitors, primary screen, biochemical, flow cytometry, MLPCN library; Multiplex microsphere protease cleavage assay; inhibition, % at 10 µM; 0.22% of 360,000 active; AID 588497, 2011; in the data active = inhibition above about 35%, passing the limit was not always enough; inconclusive = no clear call, values can overlap the other calls; also: plate controls were buffer without enzyme for full effect and enzyme alone for no effect
Rv3671c protease: Rv3671c serine protease inhibitors, primary screen, biochemical, fluorescence polarization, M. tuberculosis H37Rv; inhibition, % at 5.96 µM; 0.048% of 320,000 active; AID 2606, 2010; in the data active = inhibition above about 38%;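 also: extracellular domain of Rv3671c used as enzyme; 0% = enzyme with DMSO and 100% = no enzyme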
Target sequence (P9WHR9 whole entry, looked up, the tested form may be a part): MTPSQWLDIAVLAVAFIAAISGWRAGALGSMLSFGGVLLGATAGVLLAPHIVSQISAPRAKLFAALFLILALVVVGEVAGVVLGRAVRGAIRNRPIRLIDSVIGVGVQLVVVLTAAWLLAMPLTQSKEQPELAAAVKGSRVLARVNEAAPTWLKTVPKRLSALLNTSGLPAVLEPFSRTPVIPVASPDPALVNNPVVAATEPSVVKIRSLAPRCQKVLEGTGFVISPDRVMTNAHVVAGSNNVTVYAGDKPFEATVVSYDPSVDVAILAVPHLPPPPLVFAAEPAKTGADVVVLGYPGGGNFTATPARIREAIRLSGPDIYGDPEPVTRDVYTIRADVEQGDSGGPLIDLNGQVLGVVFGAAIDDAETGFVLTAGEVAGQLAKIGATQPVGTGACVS
MazF activator: activators of E. coli MazEF toxin-antitoxin RNase, primary screen, biochemical, fluorescence, uHTS; 0.32% of 350,000 active; activation, % at 20 µM; FAM/BHQ RNA-DNA oligo cleavage fluorescence, 5 h; in the data active = activation above about 50%
Target sequence (P0AE70 whole entry, looked up): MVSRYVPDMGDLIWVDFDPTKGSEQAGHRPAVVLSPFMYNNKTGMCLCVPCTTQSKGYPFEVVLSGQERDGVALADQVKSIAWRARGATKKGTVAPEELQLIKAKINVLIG
Anthrax LF inh2: Bacillus anthracis LF protease inhibitors, primary screen, biochemical, multiplex microsphere, MLPCN library; multiplex microsphere protease cleavage assay; inhibition, % at 10 µM; 0.12% of 360,000 active; AID 588501, 2011; also: plate controls were buffer without enzyme for full effect and enzyme alone for no effect
DUSP3 inh: VHR1 phosphatase inhibitors, primary screen, biochemical, absorbance, uHTS; recombinant VHR phosphatase, pNPP absorbance; 0.52% of 290,000 active; inhibition, % at 13.3 µM; AID 1654, 2009; Dual specificity protein phosphatase 3 (Homo sapiens), P51452; in the data active = inhibition above about 50%; also: some compounds called inactive have numbers as strong as hits
Target sequence (P51452 whole entry, looked up): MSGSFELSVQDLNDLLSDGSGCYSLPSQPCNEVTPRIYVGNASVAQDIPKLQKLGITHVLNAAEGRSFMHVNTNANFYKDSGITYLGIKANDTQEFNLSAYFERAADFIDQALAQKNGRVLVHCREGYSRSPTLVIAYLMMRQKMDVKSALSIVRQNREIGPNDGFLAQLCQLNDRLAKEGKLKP
Active calls of the source: *; ? = inconclusive; . = not tested or not shown; & = joins results of further samples. Rule as the data show it, unless noted: active = inhibition above about 30%; inconclusive = no clear call, values can overlap the other calls; inactive = below that.

1: O=C(CCC(=O)N1CCSc2ccccc21)Nc1ccc(F)cc1
2: Cc1ccc(Oc2nc(CN3CCOCC3)nc3sc4c(c23)CCC(C)C4)cc1C (centres undefined)
3: Cc1ccc2nc(NC(=O)C3CCCN3C(=O)OC(C)(C)C)sc2c1 (centres undefined)
4: O=C(COC(=O)c1cccs1)NCC1CCCCC1
5: COCCN(C(=S)Nc1c(C)cc(C)cc1C)C(C)c1cccnc1 (centres undefined)
6: O=C(CCNC(=O)c1ccc(Cl)cc1)NC1CCCCCC1
7: Cc1ccc(S(=O)(=O)N2CCN(S(=O)(=O)c3ccc4c(c3)OCCO4)CC2)cc1
8: COc1ccc(NC(=O)N(C2CCCCC2)C(C)c2cccnc2)c(OC)c1 (centres undefined)

| screen / no. | 1 | 2 | 3 | 4 | 5 | 6 | 7 | 8 |
| --- | --- | --- | --- | --- | --- | --- | --- | --- |
| BoNT-A LC inh2 | 0.3 | 0.2 | -0.8 | 0.3 | -0.6 | 3.9 | -0.7 | -0.4 |
| CCHFV vOTU inh | 0 | 10 | -4 | -7 | 7 | 0 | -7 | -2 |
| 3CLpro inhibitor | -1 | 1 | 0 | -1 | 4 | . | 12* | -10 |
| PrPC surface inh | -2 | 6 | 4 | 1 | 4 | -3 | 4 | 3 |
| PriA SSB inh | 1 | 10 | -11 | -10 | -6 | 3 | 0 | 14 |
| BoNT-F LC inh | -4 | -6 | 2 | 1 | 4 | 12 | -1 | -9 |
| Rv3671c protease | -1 | 0 | 6 | 3 | -5 | 0 | -5 | -1 |
| MazF activator | 6 | 16 | -7 | 12 | 0 | 3 | -16 | -3 |
| Anthrax LF inh2 | 1 | -2 | -2 | 0 | 0 | 2 | -2 | 8 |
| DUSP3 inh | -10 | -8 | 12 | 14 | 24 | . | 18 | 38 |

9: C=C(CCC(=O)c1ccccc1)C(=O)c1ccccc1
10: O=C(Nc1cnn(Cc2ccc(F)cc2)c1)c1cnccn1
11: NC(=O)CCNC(=O)c1ccc(Cl)cc1
12: COc1ccc2cc(C(=O)COC(=O)COc3ccc4c(C)cc(=O)oc4c3)ccc2c1
13: CC(C)N(C(=O)[C@H]1C[C@H](CC(=O)NCC23CC4CC(CC(C4)C2)C3)C(=O)N2CCc3c([nH]c4cc(CCC(=O)N(C)C)ccc34)[C@]12C)C(C)C
14: N#Cc1cc2c(nc1SCC(=O)Nc1nccs1)CCCCC2
15: O=C(CSc1ccc2nnc(-c3cccnc3)n2n1)Nc1cccc(F)c1
16: COc1ccccc1CC(=O)Nc1cc(Cl)ccc1O

| screen / no. | 9 | 10 | 11 | 12 | 13 | 14 | 15 | 16 |
| --- | --- | --- | --- | --- | --- | --- | --- | --- |
| BoNT-A LC inh2 | 0.1 | -0.5 | 0.9 | 1.2 | -0.2 | -2.8 | 12 | ? |
| CCHFV vOTU inh | -2 | 24 | -13 | -25 | 7 | -7 | 6 | 3 |
| 3CLpro inhibitor | 6 | -2 | 5 | -4 | . | -2 | -3 | 0 |
| PrPC surface inh | -1 | 12 | -10 | 0 | -1 | 3 | -7 | 0 |
| PriA SSB inh | 10 | -12 | -24 | -8 | 21 | -6 | -11 | -5 |
| BoNT-F LC inh | 0 | -3 | 14 | 20 | 1 | -5 | 19 | 6 |
| Rv3671c protease | -10 | -4 | -3 | 5 | . | -17 | 9 | 1 |
| MazF activator | 1 | 1 | 2 | 4 | 8 | -8 | 0 | 0 |
| Anthrax LF inh2 | 1 | -3 | 1 | 1 | 3 | -7 | 3 | -8 |
| DUSP3 inh | 13 | -10 | 28 | 1 | . | 6 | 7 | 26 |

17: CC(C)N=C(NS(=O)(=O)c1ccc(Br)cc1)c1ccc(Cl)cc1
18: CCCCNC(=O)COC(=O)c1ccc(N(C)C)cc1
19: NC(=O)C1(N2CCCCC2)CCN(c2nc(-c3ccc(Br)cc3)cs2)CC1
20: CCN(CC(=O)Nc1ccccc1OC)C(=O)Cn1cnc2ccccc2c1=O
21: CN(C)S(=O)(=O)c1ccc(C(=O)Nc2nnc(SCC(=O)NCC3CCCO3)s2)cc1 (centres undefined)
22: COc1ccc(CCNC(=O)CSc2nc3[nH]ncc3c(=O)n2-c2ccccc2Br)cc1OC
23: CCOC(=O)c1c(-c2ccc(OC)cc2)csc1/N=C/C1C(=O)CCCC1=O
24: O=C(CSc1nnc(CNc2cccc(Cl)c2)o1)OC1CCCCC1

| screen / no. | 17 | 18 | 19 | 20 | 21 | 22 | 23 | 24 |
| --- | --- | --- | --- | --- | --- | --- | --- | --- |
| BoNT-A LC inh2 | 0.3 | -1.1 | 0.1 | 0.3 | -0.7 | -0.9 | 0.2 | 0.0 |
| CCHFV vOTU inh | -8 | 6 | -3 | 11 | 4 | -7 | 3 | -2 |
| 3CLpro inhibitor | 4 | 2 | -4 | -3 | 2 | 6 | 0 | 4 |
| PrPC surface inh | -4 | 1 | -6 | 11 | -5 | -5 | 7 | -2 |
| PriA SSB inh | -18 | -6 | 0 | -25 | 1&-3 | -9 | . | -29 |
| BoNT-F LC inh | -2 | -6 | 5 | 7 | 2 | -8 | -9 | 0 |
| Rv3671c protease | -6 | -7 | 2 | 3 | 1 | 0 | -26 | 4 |
| MazF activator | 7 | 1 | -7 | 2 | 3 | 6 | -20 | 9 |
| Anthrax LF inh2 | 1 | 2 | -6 | 3 | -1 | -9 | 6 | 4 |
| DUSP3 inh | 8 | 13 | 27 | 28 | 5 | -3 | 22 | 44 |

25: CN1/C(=C\C(=O)CSc2nnc(N)s2)C(C)(C)c2ccccc21
26: CCOc1ccc(C(=O)C(C)OC(=O)C2CCN(c3ccc(C(F)(F)F)cn3)CC2)cc1 (centres undefined)
27: O=C1Nc2ccc([N+](=O)[O-])cc2C1(O)N1CCCCC1 (centres undefined)
28: O=C(O)CCCCCNc1ncnc2ccc(Br)cc12
29: CCOC(=O)C1CCN(c2c(N3CCN(c4ccccc4OC)CC3)c(=O)c2=O)CC1
30: Cc1ccc(CS(=O)Cc2ccc(C(=O)N3CCN(c4ccc(F)cc4)CC3)o2)cc1 (centres undefined)
31: Cc1cn([C@H]2C[C@H](O)[C@@H](/C=C/C(=O)NCCCc3ccccc3)O2)c(=O)[nH]c1=O
32: CCOC(=O)C(C)Sc1nnc(-c2ccccc2O)n1-c1ccc(C)cc1 (centres undefined)

| screen / no. | 25 | 26 | 27 | 28 | 29 | 30 | 31 | 32 |
| --- | --- | --- | --- | --- | --- | --- | --- | --- |
| BoNT-A LC inh2 | 3.3 | 3.6 | -1.2 | 0.3 | -0.1 | -1.8 | -0.2 | -0.2 |
| CCHFV vOTU inh | 6 | 35* | 6 | 18 | 12 | 5 | 16 | -4 |
| 3CLpro inhibitor | 2 | . | 1 | -2 | 3 | 0 | . | 1 |
| PrPC surface inh | -4 | 7 | -15 | 12 | -4 | 2 | -3 | 3 |
| PriA SSB inh | 9 | -2 | -4 | -1 | -16 | 7 | . | -24 |
| BoNT-F LC inh | -4 | 4 | 1 | -3 | -4 | 1 | -4 | -8 |
| Rv3671c protease | -3 | -2 | -4 | -2 | . | 4 | . | 2 |
| MazF activator | -4 | -4 | 1 | -2 | -1 | -8 | . | 3 |
| Anthrax LF inh2 | -2 | 2 | -4 | 0 | -2 | 0 | 2 | 8 |
| DUSP3 inh | 5 | . | 10 | 24 | -10 | -4 | . | 14 |

Next section, overlapping the part above by 4 compounds.
29: CCOC(=O)C1CCN(c2c(N3CCN(c4ccccc4OC)CC3)c(=O)c2=O)CC1
30: Cc1ccc(CS(=O)Cc2ccc(C(=O)N3CCN(c4ccc(F)cc4)CC3)o2)cc1 (centres undefined)
31: Cc1cn([C@H]2C[C@H](O)[C@@H](/C=C/C(=O)NCCCc3ccccc3)O2)c(=O)[nH]c1=O
32: CCOC(=O)C(C)Sc1nnc(-c2ccccc2O)n1-c1ccc(C)cc1 (centres undefined)
33: Cc1c(C(=O)NCc2cccc([N+](=O)[O-])c2)sc(=O)n1Cc1ccc(C(C)C)cc1
34: Cc1ccc(N(C)C(=O)CN(C)S(=O)(=O)c2ccc3c(c2)n(C)c(=O)c(=O)n3C)cc1
35: CC(C)n1c(=O)n(CC(=O)NCC2CCCO2)c(=O)c2c3c(sc21)COC(C)(C)C3 (centres undefined)
36: CCOc1c(C)cnc2c1c(=O)n(Cc1cccc(Cl)c1)c(=O)n2C
37: CC(NC(=O)C(C)N1c2cccc3cccc(c23)S1(=O)=O)c1ccccc1 (centres undefined)
38: COc1ccccc1-n1c(SCC(=O)Nc2cc(C)on2)nc2c([nH]c3ccccc32)c1=O
39: O=C(NCCCN1CCCC1=O)c1ccc(S(=O)(=O)Nc2ccccc2F)cc1
40: C[C@H](NC(=O)c1nc[nH]c1C(=O)N[C@@H](Cc1ccccc1)C(=O)OC(C)(C)C)C(=O)OCc1ccccc1

| screen / no. | 29 | 30 | 31 | 32 | 33 | 34 | 35 | 36 | 37 | 38 | 39 | 40 |
| --- | --- | --- | --- | --- | --- | --- | --- | --- | --- | --- | --- | --- |
| BoNT-A LC inh2 | -0.1 | -1.8 | -0.2 | -0.2 | -1.8 | -0.5 | -0.7 | -0.9 | -0.4 | -0.9 | -0.1 | -0.9 |
| CCHFV vOTU inh | 12 | 5 | 16 | -4 | 8 | 5 | 5 | 15 | 32* | 3 | 6 | 21 |
| 3CLpro inhibitor | 3 | 0 | . | 1 | . | -4 | -1 | 0 | 5 | 4 | . | 8 |
| PrPC surface inh | -4 | 2 | -3 | 3 | -3 | 11 | -1 | -1 | -7 | 0 | 6 | 10 |
| PriA SSB inh | -16 | 7 | . | -24 | . | -11 | -9 | -18 | -2 | 1&-6 | 1 | 5 |
| BoNT-F LC inh | -4 | 1 | -4 | -8 | -15 | -5 | -2 | -3 | -1 | 3 | -6 | -10 |
| Rv3671c protease | . | 4 | . | 2 | . | -6 | 3 | -6 | -19 | -8 | 4 | -4 |
| MazF activator | -1 | -8 | . | 3 | . | 6 | 1 | -13 | 2 | 0 | 10 | -3 |
| Anthrax LF inh2 | -2 | 0 | 2 | 8 | -9 | -1 | -1 | 3 | -3 | 5 | -5 | -10 |
| DUSP3 inh | -10 | -4 | . | 14 | . | 14 | 15 | 13 | -8 | -2 | . | 1 |

41: C/C(=N\Nc1ccc(S(N)(=O)=O)cc1[N+](=O)[O-])c1cccnc1
42: Cc1ncc(CN2CCCC(C(=O)c3cccc(OC(C)C)c3)C2)s1 (centres undefined)
43: O=C(NC(Cc1c[nH]c2ccccc12)C(=O)O)/C(=C\c1ccccc1)NC(=O)c1ccccc1 (centres undefined)
44: O=C(CCN1C(=O)S/C(=C\c2ccccc2)C1=O)N1CCOCC1
45: C/C(=N\NC(=O)c1ccc(NS(=O)(=O)c2cccs2)cc1)c1ccc(C(C)(C)C)cc1
46: COCc1cc(=O)[nH]c(Cc2c(Cl)cccc2Cl)n1

| screen / no. | 41 | 42 | 43 | 44 | 45 | 46 |
| --- | --- | --- | --- | --- | --- | --- |
| BoNT-A LC inh2 | -1.2 | -0.5 | -5.8 | -0.6 | 1.0 | -1.0 |
| CCHFV vOTU inh | -4 | 11 | 8 | 9 | -2 | -5 |
| 3CLpro inhibitor | -2 | 3 | -2 | 0 | 2 | -1 |
| PrPC surface inh | -22 | 6 | -5 | 4 | 4 | 3 |
| PriA SSB inh | . | 8 | -20 | 5&-3 | . | -4 |
| BoNT-F LC inh | -5 | -6 | -22 | -22 | 0 | 2 |
| Rv3671c protease | 10 | -6 | 2 | -4 | -8 | 2 |
| MazF activator | 12 | -6 | -9 | 5 | -1 | -4 |
| Anthrax LF inh2 | -1 | 0 | 1 | -1 | -1 | 14 |
| DUSP3 inh | -14 | -14 | 7 | . | 24 | 4 |

The list is partial; rates above refer to the full screens.
